OPRM1-OPRD1 ag: agonists of OPRM1-OPRD1 heterodimerization, primary screen, cell-based, luminescence; Mu-type opioid receptor (Homo sapiens) + Delta-type opioid receptor (Homo sapiens), …; cells; activation, % at 9.3 µM; 340,000 tested, 0.3% active; in the data active means activation above about 18%;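 further: 0% = vehicle-treated cells and 100% = reference agonist; values of inactives mirror those of a sister screen read the other way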
Wnt bcat act: Wnt/beta-catenin pathway activators, primary screen, cell-based, plate reader, single point | Wnt/beta-catenin reporter cell assay, activator | activation, % at 9.35 µM | 300,000 tested, 1.2% active | AID 743398, 2014; in the data active means activation above about 30%, passing the limit was not always enough; inconclusive means no clear call, values can overlap the other calls;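 further: 0% = neutral control wells and 100% = positive control wells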
V-ATPase pHluor: regulators of yeast V-ATPase proton pumping, primary screen, pHLuorin cytosolic pH fluorescence | 350,000 tested, 0.37% active | response, % at 10 µM | S. cerevisiae; in the data active means response mostly above about 7.3%, no sharp cut-off; inactive means mostly below about 5.4%; further: actives read high; inactives centre near 0; some compounds called inactive have numbers as strong as hits; reference of the scale not given here
cardiac RTF act: cardiac RTF calcium sensitivity activators, primary screen, biochemical, IANBD-TnC fluorescence, EC20 calcium; Troponin I, cardiac muscle (Homo sapiens) + Troponin T, cardiac muscle (Homo sapiens) + …; IANBD-labeled TnC RTF fluorescence at EC20 calcium; 0% EC20 calcium, 100% full calcium; activation, % at 7.2 µM; 340,000 tested, 0.24% active; AID 493008, 2010;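 active means activation above the mean over all tested compounds plus 3 SD, cut at about 30% in these data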;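 further: rise in fluorescence read as greater calcium sensitivity of cardiac thin filaments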
Arrestin-AP2 inh: inhibitors of beta-arrestin/AP2 binding, primary screen, biochemical, GPCR trafficking, flow cytometry; FITC-arrestin peptide / GST-AP2 beads; AP2 beta2 appendage carries R879A mutation; inhibition, % at 10 µM; 340,000 tested, 0.31% active; beta-arrestin 1 C-terminal peptide binding to AP2 beta2-adaptin appendage (human);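 active means inhibition above a set limit, near 3 SD of compounds lacking own fluorescence, cut at about 54% in these data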;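 further: plate controls were DMSO wells for no effect and 5 µM unlabelled arrestin peptide for full effect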
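System: GST-AP2 R879A glutathione beads. Medium: PBS with 0.05% Tween 20 and 0.1% BSA. Also added: FITC-arrestin peptide, 50 nM. Incubation: 12 min plus 1 h, RT. Measured by: high-throughput flow cytometry of beads, ex 488, em 535 nm. Evaluation: percent drop in bead-associated FITC signal.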
Pemphigus Ab inh: inhibitors of pemphigus antibody binding to DSG3, primary screen, biochemical, bead-based, flow cytometry, scFv-GFP; Desmoglein-3 (Homo sapiens), P32926; DSG3-coupled beads, scFv-anti-DSG3-GFP binding; active compounds read low; binding (percent of control), % at 10 µM; 310,000 tested, 0.48% active; AID 588358, 2011;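 active means binding more than 3 SD below its plate's average and above zero; inconclusive means below that plate limit but binding exactly zero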;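 further: hits lower antibody fragment binding to DSG3; some compounds called inactive have numbers as strong as hits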
Target sequence (P32926 whole entry, looked up, the tested form may be a part): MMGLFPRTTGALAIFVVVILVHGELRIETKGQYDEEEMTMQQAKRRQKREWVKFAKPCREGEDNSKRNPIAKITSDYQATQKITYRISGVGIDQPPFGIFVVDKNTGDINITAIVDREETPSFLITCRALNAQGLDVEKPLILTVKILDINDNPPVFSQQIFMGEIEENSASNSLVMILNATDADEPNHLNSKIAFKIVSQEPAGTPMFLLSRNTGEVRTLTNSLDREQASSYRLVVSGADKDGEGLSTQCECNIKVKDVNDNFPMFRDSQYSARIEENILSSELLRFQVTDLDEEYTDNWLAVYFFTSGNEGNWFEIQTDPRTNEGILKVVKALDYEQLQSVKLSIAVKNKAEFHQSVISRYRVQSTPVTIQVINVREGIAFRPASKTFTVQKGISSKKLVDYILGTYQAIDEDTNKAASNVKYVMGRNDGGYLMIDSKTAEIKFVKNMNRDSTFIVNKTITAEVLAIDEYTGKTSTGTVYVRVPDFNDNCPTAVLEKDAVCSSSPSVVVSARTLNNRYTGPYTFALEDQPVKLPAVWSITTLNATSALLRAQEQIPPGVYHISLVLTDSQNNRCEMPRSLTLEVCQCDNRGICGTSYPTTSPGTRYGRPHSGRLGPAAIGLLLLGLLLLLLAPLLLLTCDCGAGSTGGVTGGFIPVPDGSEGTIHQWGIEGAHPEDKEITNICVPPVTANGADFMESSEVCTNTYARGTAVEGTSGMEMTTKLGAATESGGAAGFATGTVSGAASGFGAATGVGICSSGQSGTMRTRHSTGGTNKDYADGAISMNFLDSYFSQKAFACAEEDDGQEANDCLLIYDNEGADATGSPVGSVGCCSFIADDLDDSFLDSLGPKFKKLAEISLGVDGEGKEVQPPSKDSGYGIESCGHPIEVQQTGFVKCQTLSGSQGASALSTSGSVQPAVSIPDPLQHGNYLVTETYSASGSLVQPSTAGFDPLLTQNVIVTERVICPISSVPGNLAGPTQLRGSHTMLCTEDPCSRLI
Keap1-Nrf2 PPI: Keap1-Nrf2 protein-protein interaction inhibitors, primary screen, biochemical, fluorescence polarization, single point; Keap1 Kelch-Nrf2 peptide fluorescence polarization, 1536-well; Kelch-like ECH-associated protein 1 (Homo sapiens), Q14145; 340,000 tested, 0.15% active; inhibition, % at 9.4 µM; in the data active means inhibition above about 12%; inconclusive means no clear call, values can overlap the other calls; inactive means below about 7.3%;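 further: human Keap1 Kelch domain with fluorescein labeled Nrf2 9mer peptide probe; 0% = neutral control wells and 100% = peptide positive control; higher means more block of Keap1 binding to Nrf2 peptide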
Cardiac RTF inh: cardiac RTF calcium sensitivity inhibitors, primary screen, biochemical, IANBD-TnC fluorescence, EC70 calcium | Troponin I, cardiac muscle (Homo sapiens) + Troponin T, cardiac muscle (Homo sapiens) + … | IANBD-labeled cardiac RTF, Ca2+ fluorescence | inhibition, % at 7.15 µM | 340,000 tested, 0.12% active;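 active means inhibition above the mean inhibition of all tested compounds plus 3 SD, cut at about 17% in these data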;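 further: assay run at fixed EC70 calcium of 1.6 mM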
MOR-DOR inv ag: inverse agonists of MOR-DOR heterodimerization, primary screen, cell-based, luminescence | Mu-type opioid receptor (Homo sapiens) + Delta-type opioid receptor (Homo sapiens), … | cell-based MOR-DOR heterodimer luminescence, inverse agonism | inhibition, % at 9.3 µM | 340,000 tested, 0.21% active; in the data active means inhibition above about 22%, passing the limit was not always enough;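 further: 0% = cells with DMSO and 100% = wells without cells with DMSO; values of inactives mirror those of a sister screen read the other way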
LANA DNA inh: inhibitors of KSHV C-LANA binding to DNA, primary screen, biochemical, fluorescence polarization, FAM-LBS DNA, MBP-C-LANA, single point | Kaposi's sarcoma herpesvirus LANA C-terminal domain (residues 932-1162) DNA binding | inhibition, % at 9 µM | 340,000 tested, 0.078% active;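 active means highest replicate inhibition at or above 60% at 9 µM, even if other replicates fall short; inactive means all replicates below 60% inhibition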;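 further: 0% = neutral control wells and 100% = 4 µM acridine orange control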
Starred values were filed as active, the others as inactive; ? = inconclusive; · = no result given.

OPRM1-OPRD1 ag	Wnt bcat act	V-ATPase pHluor	cardiac RTF act	Arrestin-AP2 inh	Pemphigus Ab inh	Keap1-Nrf2 PPI	Cardiac RTF inh	MOR-DOR inv ag	LANA DNA inh	Structure
0.1	-3	-3	-3	-1	102	4	5	-1	1.0	CN(C)S(=O)(=O)N(CC(=O)N1CCOCC1)c1ccccc1
-0.3	-1	-1	0	1	111	-1	-4	1	-0.2	CN1CCN(C(=S)C(=O)NCc2ccccc2)CC1
-3.3	2	-1	-3	-6	116	·	-4	16	·	CCOC(=O)c1c(C)[nH]c(C)c1C(=O)COC(=O)c1nc2nccc(C)n2n1
-2.3	·	-5	-4	19	105	0	5	14	-0.5	CCOc1ccc(-n2c(SC)nc3c(c2=O)SCC3)cc1
3.5	·	3	-6	27	·	-1	1	-22	-2.4	O=S(=O)(c1ccccc1)N1CCC(O)(CSc2ccc(Cl)cc2)CC1
-2.4	-3	2	-3	1	81	3	-8	15	0.9	O=c1[nH][nH]c(-c2ccccc2)c1C=Nc1ccc(C(F)(F)F)cc1
-0.6	2	-1	3	-2	99	2	5	3	-0.3	COc1ccc(N=C2CCS(=O)(=O)c3sccc32)cc1
-1.6	-7	-1	-2	5	116	-1	-4	8	-2.1	O=C(Cc1ccccn1)c1ccncc1
-1.1	·	-3	0	2	102	-2	-7	6	1.0	COc1cccc(N=Cc2c(O)n(-c3cccc(C)n3)c(=O)c3ccccc23)c1
-0.7	·	-3	2	-1	92	2	10	3	0.6	O=[N+]([O-])c1cc(Cl)ccc1NCCNc1ncc(C(F)(F)F)cc1Cl
-0.7	4	2	-1	-2	88	1	4	4	-0.9	COc1ccc(-c2cc(C(=O)NCCN3CCOCC3)c3cc(C(C)C)ccc3n2)cc1
-1.2	-3	-5	6	1	110	-5	-7	6	-0.9	CC(C)C(C(=O)Nc1ccc2c(c1)OCCO2)N1C(=O)c2ccccc2C1=O (centres undefined)
-0.6	·	-3	2	3	·	-2	-12	3	-1.1	CCOc1ccc(C)cc1S(=O)(=O)n1ccc(C)n1
-3.8	-2	-2	1	9	109	5	-1	19	2.5	CC(=O)C1=C(O)C(=O)N(c2ccc(Br)cc2)C1c1cccc(F)c1 (centres undefined)
-1.6	2	-1	5	-5	104	-5	-4	9	0.2	O=C(CCc1ccccc1)NNC(=O)c1cccc(F)c1
0.1	4	2	2	-1	91	-4	0	0	-1.7	COc1ccc(/C=N/NC(=S)Nc2cc(S(=O)(=O)N3CCOCC3)ccc2N2CCOCC2)cc1O
-2.9	-1	3	0	31	103	-4	-2	16	-0.7	COc1cc(/C=C2/SC(=O)N(CC(=O)N3CCCC3)C2=O)ccc1Oc1ccc([N+](=O)[O-])cn1
5.1	0	-1	-11	15	106	8	2	-23	-1.5	Cc1cc(NC2CCCC2)n2ncc(-c3ccccc3)c2n1
-3.2	-1	-2	0	-6	104	4	-3	17	0.4	O=C(COC(=O)Cn1cnc2ccccc2c1=O)NCc1ccccc1
-1.6	4	-4	-3	11	93	-6	1	10	-0.9	O=C(COc1ccccc1Cl)NCCCN1CCOCC1
-3.2	28	2	-1	-23	·	1	2	17	0.3	O=C(c1ccc2nc(Cc3ccccc3F)oc2c1)N1CCCC1
-1.6	-4	3	0	-16	95	-5	-16	8	-0.6	Cc1ccc(NC(=O)CSc2nc(C)c(C)c(C)n2)cc1S(=O)(=O)N1CCOCC1
-0.5	·	4	3	-9	102	-3	0	3	0.6	CCOC(=O)N1CCN(c2cc3nccnc3cc2F)CC1
-2.9	1	-3	-9	25	107	0	-6	13	2.3	O=C(O)c1nc(NCc2ccccc2)ncc1Cl
-3.5	2	-3	-5	17	·	3	-1	17	0.3	Cc1cc(C(=O)NNS(=O)(=O)c2ccccc2C(F)(F)F)nn1C(C)(C)C
-2.7	5	0	5	29	107	-1	8	14	0.6	CCOc1ccc(C2=NNC(c3cccs3)=Nc3ccc(OC)cc32)cc1
-0.3	1	-1	-5	4	101	0	3	2	0.4	COc1ccc(C2=NOC(c3nnc(-c4ccccc4)o3)C2)cc1 (centres undefined)
0.4	7	1	-4	4	·	1	-3	-2	0.5	CC(=O)c1ccc(NC(=O)Nc2ccc3c(c2)nc(C)n3C)cc1
-1.1	-2	-4	-2	22	108	-2	2	7	0.8	O=C(Nc1ccccc1Cl)NC1(C(=O)N2CCC(O)CC2)CCCCC1
0.7	·	-3	9	10	105	-5	-3	-4	0.3	c1ccn2cc(CSC3=NCCS3)nc2c1

(continued)
OPRM1-OPRD1 ag	Wnt bcat act	V-ATPase pHluor	cardiac RTF act	Arrestin-AP2 inh	Pemphigus Ab inh	Keap1-Nrf2 PPI	Cardiac RTF inh	MOR-DOR inv ag	LANA DNA inh	Structure
0.3	33*	-2	7	9	96	-6	-17	-2	-0.9	CCOC(=O)c1sc(=NC(=O)c2cccc(OC)c2)n(C)c1C
0.1	-2	2	-3	20	104	-1	-7	0	-1.2	C=CCn1c(=N)n(CC(O)COc2ccccc2OC)c2ccccc21 (centres undefined)
-1.6	-6	-5	-4	-10	94	-3	4	9	-1.1	CCOc1ncccc1C(=O)N1CCN(c2cc(Cl)ccc2C)CC1
-2.5	2	2	-1	-6	90	-1	-8	13	0.1	CN1C(=O)CCC2(c3ccccc3)CC=C(O)C=C12 (centres undefined)
-3.0	·	0	-5	5	101	2	-1	17	-0.1	Cc1cc2nc(C3CCCN(C(=S)Nc4ccccc4)C3)[nH]c2cc1C (centres undefined)
1.9	9	5	1	5	95	-1	0	-10	0.6	Cc1ccnc(NC(=O)CCC2CCCCC2)c1
1.1	-2	5	0	2	·	-6	0	-7	-2.9	O=C1CC(C(=O)Nc2ccccc2)C2(CCCC2)O1 (centres undefined)
0.3	6	-2	0	13	100	-2	-9	-2	-0.5	O=[N+]([O-])c1ccc(N2CCNCC2)cc1NCc1cccnc1
-0.4	2	-1	-2	10	119	-1	3	2	-2.4	O=C(NCc1ccc2c(c1)OCO2)c1ccc(Br)cc1
-1.4	·	2	1	-2	108	-7	9	8	1.3	CC(C)COC(=O)NCCCOC(=O)Nc1ccccc1
-0.4	·	3	-5	-5	104	-8	2	2	1.4	O=Cc1ccc(OC2OCCOC2Oc2ccc(C=O)cc2)cc1 (centres undefined)
-0.3	·	0	2	7	84	2	2	2	-1.4	CCOC(=O)N1CCC(N(C(=O)Nc2ccc(CC)cc2)C(C)CC)CC1 (centres undefined)
2.8	14	-3	8	0	109	-8	-5	-14	0.1	COc1ccc(-c2noc(CCCC(=O)Nc3ccc(C(N)=O)cc3)n2)cc1OC
1.7	?	-3	-2	-1	110	-6	-5	-9	0.4	CCOc1ccc2nc(NC(=O)CSc3cn[nH]n3)sc2c1
-0.4	-1	3	5	7	101	2	-3	2	0.0	CC(Nn1cnnc1)c1cc(Cl)ccc1O (centres undefined)
-1.4	·	1	2	8	·	-2	-16	7	0.1	O=c1c2ccccc2n2c(-c3ccc(F)cc3)nnc2n1Cc1ccccc1
0.9	15	-2	-6	8	91	-4	-2	-7	-0.5	O=C(O)Cc1ccc(C(=O)c2ccc(Cl)cc2Cl)s1
-1.5	-3	2	-1	30	95	-7	-7	8	0.9	c1csc(-c2ccn[nH]2)c1
8.1	0	-4	-6	4	99	-4	5	-39	1.4	NS(=O)(=O)c1ccc(NC2=CC(=O)C(=O)c3ccccc32)cc1
0.5	2	-1	1	-3	103	1	-10	-3	-1.7	Cc1nn(-c2ncccn2)c2c1C(=O)CC(C)(C)C2Br (centres undefined)
-1.5	0	1	-2	-3	111	3	3	6	2.2	O=C(CN1C(=O)NC2(CCCCCC2)C1=O)N1CCCCC1
-0.4	3	-3	2	-1	103	-10	-5	2	-0.2	CN(C(=O)c1ccc(NC(=O)Cc2ccc(NC(=O)C3CCCN(C(=O)C4CCCCC4)C3)cc2)cc1)C1CC1 (centres undefined)
-6.9	3	2	-2	28	107	-10	13	37*	1.6	O=C(Nc1ccc(Cl)cc1)C(Cl)C(=O)c1ccccc1 (centres undefined)
-2.5	·	0	3	3	103	0	-9	14	0.1	O=C(COc1ccc(S(=O)(=O)NC2CCCCC2)cc1)NCC1CCCO1 (centres undefined)
0.8	0	7.0*	-3	-2	104	2	-3	-4	-0.6	CC(=O)Nc1nc(N2C(=O)c3ccccc3C2=O)n(-c2ccccc2)n1
-1.9	-3	3	-4	5	104	-2	-4	10	-2.7	CC1CCN(C(=O)CCCN2C(=O)c3cccnc3Oc3ccc(Cl)cc32)CC1
-3.4	-2	2	0	-5	102	-3	-6	15	2.4	Cc1[nH]c2ccccc2c1CCNS(=O)(=O)c1ccc(S(N)(=O)=O)cc1
-0.8	·	5	-1	12	101	-1	-7	4	1.1	COCCCNc1oc(COc2ccc(Cl)cc2Cl)nc1C#N
-3.5	1	0	-1	-1	99	-2	-7	18	-0.4	Cn1c(SCC(=O)N/N=C/c2cc([N+](=O)[O-])ccc2O)nnc1-c1ccccc1
-4.2	·	5	-6	3	101	-2	2	21	13	O=C(NC1CCS(=O)(=O)C1)c1c(NC(=O)C2COc3ccccc3O2)sc2c1CCCC2 (centres undefined)
-0.9	1	-10	1	-5	105	2	6	5	-2.3	CCn1c(=O)c2cc(C(=O)N(C)c3ccccc3F)sc2c2ccccc21

Molecules above that have a COOH group (2):
OPRM1-OPRD1 ag	Wnt bcat act	V-ATPase pHluor	cardiac RTF act	Arrestin-AP2 inh	Pemphigus Ab inh	Keap1-Nrf2 PPI	Cardiac RTF inh	MOR-DOR inv ag	LANA DNA inh	Structure
-2.9	1	-3	-9	25	107	0	-6	13	2.3	O=C(O)c1nc(NCc2ccccc2)ncc1Cl
0.9	15	-2	-6	8	91	-4	-2	-7	-0.5	O=C(O)Cc1ccc(C(=O)c2ccc(Cl)cc2Cl)s1

Assay outcomes: PubChem BioAssay, several laboratories

An unsorted share of the library, and some 3.1% of all compounds hit somewhere here.
